HSP90 refold inh: blocks HSP90-mediated luciferase refolding in reticulocyte lysate. Rabbit reticulocyte lysate, luciferase refolding luminescence, 3 h. inhibition, % at 5.6 µM. 290,000 tested, 0.91% active;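 active = inhibition above the screen-wide mean plus 3 SD, computed separately per campaign, cut at about 16% in these data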;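 note: 0% = DMSO wells and 100% = 60 µM geldanamycin wells; inhibitors lower the luminescence because luciferase stays unfolded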
KLF5 inhibitor: kruppel-like factor 5 inhibition; inhibition, % at 5 µM; 290,000 tested, 0.23% active; DLD-1 KLF5 promoter-luciferase reporter, luminescence;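 active = inhibition above a per-plate limit of that plate's mean compound inhibition plus 3 SD, cut at about 60% in these data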;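 note: 0% = DMSO wells and 100% = LY294002 at 200 µM; higher means less KLF5 promoter-driven luciferase light; inactives centre near -14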
AI-2 QS mod: modulators of Vibrio harveyi AI-2 quorum sensing system | 300,000 tested, 0.4% active | Vibrio harveyi JMH597 AI-2 luminescence/OD600 ratio, 9 h; stronger effect = lower value; strain lacks LuxN and CqsS sensors; 0 = neutral-control median | activity change, % at 7.5 µM; in the data active = activity change below about -75%, passing the limit was not always enough; inconclusive = no clear call, values can overlap the other calls;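 note: luminescence divided by OD600 gain over 9 h not by final OD600 alone; inactives centre near 13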
aSyn 5UTR inh: MLPCN primary screen, SNCA 5' untranslated region; alpha-synuclein 5'UTR reporter, inhibitor activity; inhibition, % (tested at 7.5 µM); 300,000 tested, 0.82% active; in the data active = inhibition above about 60%; inconclusive = no clear call, values can overlap the other calls;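 note: H4 neuroglioblastoma cells stably carrying SNCA 5'UTR luciferase fusion; 0% = DMSO wells and 100% = positive control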
IEC-6 cytotox: counter-screen for KLF5 inhibitors: cytotoxicity in IEC-6 cells | IEC-6 cytotoxicity, luminescence viability | AID 1825 | 290,000 tested, 0.78% active | inhibition, % at 5 µM; in the data active = inhibition above about 22%;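 note: 0% = plate median of test compound wells and 100% = cytotoxic reference compound wells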
HDAC3 inh: human HDAC3 inhibition. O15379. AID 2718. recombinant HDAC3, fluorogenic peptide/trypsin coupled, fluorescence. inhibition, % at 8.3 µM. 320,000 tested, 0.15% active; in the data active = inhibition above about 26%, passing the limit was not always enough; inconclusive = no clear call, values can overlap the other calls
Target sequence (O15379 whole entry, looked up): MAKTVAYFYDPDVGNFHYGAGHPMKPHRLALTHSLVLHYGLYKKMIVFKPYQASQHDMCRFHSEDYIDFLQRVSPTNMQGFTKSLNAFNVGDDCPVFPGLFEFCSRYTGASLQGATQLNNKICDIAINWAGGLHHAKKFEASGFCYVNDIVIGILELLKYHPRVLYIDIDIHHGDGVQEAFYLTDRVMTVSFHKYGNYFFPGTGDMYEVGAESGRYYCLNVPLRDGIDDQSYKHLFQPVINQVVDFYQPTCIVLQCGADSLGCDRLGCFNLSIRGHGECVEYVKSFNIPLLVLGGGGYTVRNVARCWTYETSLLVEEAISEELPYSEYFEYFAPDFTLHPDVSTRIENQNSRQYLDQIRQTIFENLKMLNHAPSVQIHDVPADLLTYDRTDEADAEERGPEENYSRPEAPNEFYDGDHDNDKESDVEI
HIF act: HIF pathway transcriptional activation; 300,000 tested, 0.32% active; activation, % at 7.5 µM (by protocol); AID 1910; U2OS HRE-luciferase reporter, luminescence; normalized: DMSO 0%, desferrioxamine 100%;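 active = mean activation of at least 10% of the iron chelator positive control signal, with at least half of replicates also reaching 10%; inconclusive = mean and replicate majority disagree about reaching 10%; inactive = mean and most replicates under 10%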
Platelet DG rel: modulates dense granule release in human platelets; human platelet-rich plasma, SFLLRN dense granule ATP release, luminescence; inhibition, %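 (compounds screened at 7.5 µM in platelet-rich plasma)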; 300,000 tested, 0.22% active; AID 1663;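 active = mean replicate score, as percent of positive control, at or above 50; inconclusive = mean below 50 but at least one replicate at or above 50; inactive = mean and every replicate below 50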
HSF1 activator: increases HSF-1 driven luciferase reporter signal; NIH3T3-HGL HSF-1 luciferase reporter, MG132, 8 h; 100% = twice DMSO control signal; activation, % at 9 µM; 300,000 tested, 1.7% active;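 active = mean replicate activation of at least 50% with a set share of replicates each reaching 50%; inconclusive = only one of those two conditions met; inactive = mean below 50% and too few replicates reaching it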;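 note: 0% = median of the neutral control wells and 100% = twice that signal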
HSF1 inhib: HSF1 inhibition; NIH3T3-HGL HSE-luciferase, MG132-induced, luminescence 8 h; stronger effect = lower value; activity change, negative = inhibition, % at 7.5 µM (by protocol); 300,000 tested, 0.77% active; AID 2098;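 active = more than half of replicate wells show activity change below -50%, luminescence cut by over half; inconclusive = some wells, but at most half, below -50%; inactive = no replicate well below -50%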;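 note: luciferase reports HSF-1 transcriptional activity via heat shock element; 0% = median of DMSO wells and -100% = zero luminescence signal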
Starred values were filed as active, the others as inactive; u = inconclusive; x = not tested or not shown.

Every second line gives: HSP90 refold inh	KLF5 inhibitor	AI-2 QS mod	aSyn 5UTR inh	IEC-6 cytotox	HDAC3 inh	HIF act	Platelet DG rel	HSF1 activator	HSF1 inhib
- O=c1cc(-c2ccccc2)c2cc3c(cc2[nH]1)OCCO3
 : 0	-13	11	36	6	1	-0.4	9	-10	-8
- O=S(=O)(Cc1ccc(Cl)cc1)N1CCN(Cc2ccccc2)CC1
 : 2	-25	21	17	-5	2	-0.6	-2	-6	-3
- O=C(Cc1cccs1)N(c1ccc(F)cc1)C1(C(=O)NC2CCCCC2)CCCC1
 : -3	-11	7	30	6	4	-0.2	-4	-18	3
- Cc1ccc([N+](=O)[O-])cc1-c1ccc2cccc(C)c2n1
 : -5	-39	-5	20	2	1	0.3	-3	18	12
- CC(=O)NCCc1ccc(S(=O)(=O)N2CCN(c3nc(-c4ccccc4)c(C)s3)CC2)cc1
 : -3	-18	4	16	3	3	-0.7	8	13	14
- CCOC(=O)c1ccc(Nc2nc(-c3cccnc3)nc3ccccc23)cc1
 : 2	-6	43	-103	1	-1	-2.7	0	-18	-27
- Cc1ccc(NC(=O)Cn2cnc3c(=O)n(C)c(=O)n(C)c32)c(C)c1
 : -4	-5	5	10	4	-4	u	3	-22	0
- N#C/C(=C\c1ccc2c(c1)OCCO2)C(=O)Nc1nccs1
 : 1	-27	25	-8	-8	7	-0.2	-26	-36	-15
- COC(=O)c1ccccc1NC(=O)C(CCS(C)(=O)=O)NC(C)=O (stereo not drawn)
 : -3	-11	19	-13	-3	-3	0.0	5	8	5
- COC(=O)CNC(=O)/C=C/c1ccc(OC)cc1
 : -2	-20	11	-15	0	4	-0.1	-1	-6	0
- Cc1cccc(NC(=O)CSc2nc3ccccc3o2)c1
 : 3	-117	16	-15	8	-4	3.1	-2	17	10
- CCOc1ccc(C(=O)N2CCCC(c3nc(-c4cccs4)no3)C2)cc1 (stereo not drawn)
 : 1	-24	16	-35	-2	6	0.6	-2	-44	-36
- Cc1ccc(C)c(NC(=O)C(Sc2nc3ccc(C)cc3[nH]2)c2ccccc2)c1 (stereo not drawn)
 : 3	1	24	-11	6	-1	-0.2	9	11	-7
- COC(=O)c1ccc(CN2CCN(Cc3ccccc3)C(CCO)C2)cc1 (stereo not drawn)
 : -2	4	9	11	7	0	0.0	-2	8	-2
- CCN(CC(=O)N1CCCCCC1)S(=O)(=O)c1ccc(Cl)cc1
 : -2	11	28	8	3	0	-0.2	0	1	3
- O=C(O)c1sccc1Oc1ccc(NS(=O)(=O)c2ccccc2)cc1
 : 1	-44	31	6	-5	2	-0.8	7	13	-3
- O=C(Nc1ncccn1)C12CC3CC(CC(C3)C1)C2
 : 1	1	39	-11	4	-3	0.4	2	-4	-1
- CSc1cccc(NS(=O)(=O)c2ccc3c(c2)oc(=O)n3C)c1
 : -3	-4	24	-5	-2	0	0.3	0	13	-8
- Cc1ccc(N2CCN(S(=O)(=O)N3CCCCCC3)CC2)cc1Cl
 : 4	-50	36	11	5	2	-0.4	3	-1	7
- N#Cc1ccc(C(=O)Nn2cnnc2)cc1
 : -5	-24	17	-5	-4	0	-0.5	7	1	-8
- CCOc1ccc(C(=O)CCC(=O)NC(CC(C)C)C(=O)OC)cc1 (stereo not drawn)
 : 2	1	19	27	0	1	0.0	1	3	3
- Cc1cc(C)n(CC(=O)N/N=C/c2cccs2)n1
 : -2	-24	15	-19	-10	3	0.6	-1	11	2
- Cn1c(=O)[nH]c(=O)c2c1nc(N1CCC(Cc3ccccc3)CC1)n2Cc1ccccc1
 : 2	-64	24	32	-4	7	0.0	-8	-4	-1
- Cc1nc2ccc(NC3=NCCCCC3)cc2s1
 : -1	8	30	-13	-2	2	-0.1	5	-7	-5
- O=C(COC(=O)c1cccc(Br)c1)NCCC1=CCCCC1
 : 0	-16	22	0	0	-3	-0.6	-2	5	-4
- CCOC(=O)c1cccc(NS(=O)(=O)c2ccc(NC(C)=O)cc2)c1
 : 3	20	18	10	3	5	0.8	1	-21	-18
- CCn1c(SCC(=O)Nc2ccc(NC(=O)c3cccs3)cc2)nnc1-c1cccnc1
 : 0	-17	24	22	-2	9	-0.6	13	-6	-7
- COc1ccc(N(CC(=O)Nc2ccc(C)c(C)c2)S(=O)(=O)c2c(C)noc2C)cc1
 : -1	5	5	1	-6	7	-0.9	-2	18	5
- COc1ccccc1N1CCN(S(=O)(=O)CCNC(=O)c2cccc(F)c2)CC1
 : x	x	36	7	x	-2	-4.4	-2	-4	-6
- CN(Cc1ccco1)C(=O)c1cc2c(s1)-c1ccc(Cl)cc1S(=O)(=O)C2
 : -2	-29	20	-2	-4	1	-0.4	-4	-2	11
- CS(=O)(=O)N(CCc1ccccc1)CC(=O)N1CCCC1
 : 5	-7	8	6	0	6	0.4	0	-7	6
- Cc1nc(S/C(=C/c2ccc(-c3cc(Cl)ccc3C)o2)C(=O)O)n[nH]1
 : -2	-3	4	-21	-7	5	x	-5	x	x
- COc1ccc(-n2c(=S)[nH]c3cc(C(=O)NC4CCCCC4)ccc3c2=O)c(OC)c1
 : 1	-9	37	-16	-2	-6	-0.5	6	60*	28
- CC(=O)c1ccc(NC(=O)C2CCN(S(=O)(=O)c3cccs3)CC2)cc1
 : 1	-65	22	-80	-2	-3	1.5	-1	20	10
- CC(C)CNS(=O)(=O)c1ccc(C(=O)Nc2ccc3c(c2)OCCO3)cc1
 : -1	-40	15	-98	1	-3	0.9	-1	18	12
- O=C(Nc1ccccc1)c1nsnc1C(=O)Nc1ccccc1
 : -1	-34	23	5	-11	4	0.1	-1	7	-3
- COc1cccc(C(=O)CC(=O)C(=O)Nc2cc(Cl)c(OC)cc2OC)c1
 : 4	-15	16	-12	-3	-1	0.2	-3	7	4
- Cc1cc(C)n(-c2nc(N(c3ccccc3)c3ccccc3)nc(-n3nc(C)cc3C)n2)n1
 : -1	-8	14	u	-5	2	-0.1	-4	4	-8
- Cc1ccc(NCc2ccncc2)c(Br)c1
 : -1	15	28	-11	5	2	0.2	1	-3	4
- COc1ccc(-c2cc3ccccc3s2)cc1[C@H]1[C@H]2C=CC[C@@H](C)[C@@H]2C(=O)N1Cc1ccccc1
 : x	x	12	-107	x	-2	2.2	-2	3	3
- CCCCCCNC(=O)CCNC(=O)c1cc(OC)c(OC)c(OC)c1
 : 2	1	48	8	0	-2	-0.3	-2	21	-1
- Cc1cc(S(=O)(=O)N2CCN(c3ncccn3)CC2)ccc1-n1cnnn1
 : 2	1	8	5	2	3	-0.8	7	-8	-6
- O=C(c1ccc2[nH]c(=O)c(=O)[nH]c2c1)N1CCN(c2ccccc2)CC1
 : -2	-11	24	18	2	1	1.4	0	-23	-7
- C=CCNCCCCOc1cccc(Br)c1
 : 2	-21	1	1	2	-11	-0.4	-2	x	x
- CCn1c(SCC(=O)Nc2ccccc2F)nnc1-c1ccoc1C
 : -1	-8	21	-15	-2	0	-0.6	-2	-2	-4
- Cc1cccc(C(=O)NCC(=O)NCC(c2ccco2)N2CCCCC2)c1 (stereo not drawn)
 : x	x	18	7	x	2	-0.3	16	-22	-2
- COc1ccc(C2C(C#N)C(C#N)N3CCCN23)cc1 (stereo not drawn)
 : -2	6	20	8	-2	-2	-0.3	1	-11	1
- CCn1c(CSCc2ccc(F)cc2)nnc1SCC(=O)N1CCN(c2ccccc2)CC1
 : 0	-26	21	11	-1	-1	-0.1	-8	33	4
- COc1cccc(CN(CC2CCCO2)C(=O)c2cc3ccccc3oc2=O)c1 (stereo not drawn)
 : 0	-23	13	-60	5	-4	2.0	9	3	-2
- COc1ccc(S(=O)(=O)N2CCCC(C(=O)NCc3ccc4c(c3)OCO4)C2)cc1 (stereo not drawn)
 : 2	-7	15	2	-4	x	-0.5	5	18	5

(listing goes on)
Every second line gives: HSP90 refold inh	KLF5 inhibitor	AI-2 QS mod	aSyn 5UTR inh	IEC-6 cytotox	HDAC3 inh	HIF act	Platelet DG rel	HSF1 activator	HSF1 inhib
- COc1ccc(NC(=O)COC(=O)CCCC2=NS(=O)(=O)c3ccccc3N2)cc1
 : -5	-29	-13	0	-2	3	0.8	-5	0	2
- CCC1CCCCN1C(=O)c1cc2c(=O)n3cccc(C)c3nc2s1 (stereo not drawn)
 : 0	-52	x	-11	9	-4	-13	6	-68	-64*
- CCn1c(=O)c(C(=O)CN2c3ccccc3CC2C)c(N)n(Cc2ccccc2)c1=O (stereo not drawn)
 : 2	-9	17	-7	-5	5	0.2	3	-13	-8
- COc1ccccc1N1CCN(C2CCCN(C(=O)c3cscn3)C2)CC1 (stereo not drawn)
 : 2	-19	16	5	4	3	0.2	1	-10	-1
- CCOc1cc(-c2c(C#N)c(=O)[nH]c3c2c(C)nn3-c2ccc(F)cc2)ccc1O
 : 5	11	8	24	0	0	-0.1	-7	-8	-4
- O=C(CN1CCN(c2ccccc2O)CC1)NC(=O)NCc1ccco1
 : -4	-7	12	14	-5	-3	0.1	-3	17	1
- COc1ccc(-c2cn3cccnc3n2)cc1NC(=O)c1ccc(Br)o1
 : 1	-38	14	-2	1	-2	-0.1	-3	2	3
- COCC(=O)Nc1ccc(C(=O)Nc2ccccc2Cl)cc1
 : -4	-26	17	-57	-5	2	0.6	5	19	4
- CC1(C)Cc2nc3oc4c(=O)n(CC(=O)Nc5ccccc5)cnc4c3cc2CO1
 : 4	-4	66	-22	2	-1	0.2	1	12	5
- Cn1nnnc1SCC(=O)c1ccco1
 : -3	-3	12	-19	-2	0	0.0	-6	17	-5
- COc1cccc(C(=O)Nc2ccc3nc4n(c(=O)c3c2)CCCC4)c1
 : -3	-44	14	-76	2	-9	1.7	11	16	13
- C/C(=N\OCC(=O)NC12CC3CC(CC(C3)C1)C2)c1cc2ccccc2o1
 : 1	20	28	-19	-1	0	0.2	0	24	10
- Cc1cc(NC(=O)/C=C/c2ccco2)ccc1NC(=O)c1ccccc1
 : 4	6	5	-53	0	13	0.3	7	23	24
- CCOc1ccc(/C=N/NC(=O)C2CCCC2)c(OCC)c1
 : 0	-19	27	14	2	-5	0.2	-1	-7	-1
- CC(C)Sc1sc(C(=O)O)c(-c2ccc(Cl)cc2)c1C#N
 : 5	-2	-1	22	2	5	0.3	1	-10	-3
- O=S(=O)(Nc1ccc(Cl)cn1)c1ccc(F)cc1
 : 1	-41	35	18	4	0	1.3	8	-2	-2
- CN(C)S(=O)(=O)Oc1ccc(C(=O)Nc2cccc(C(F)(F)F)c2)cc1
 : 0	-16	11	-15	0	x	0.2	-1	31	-7
- O=C(Cn1c(=O)n(Cc2ccco2)c(=O)c2c3c(sc21)CCCCC3)Nc1ccccc1
 : 1	-28	10	-54	-3	2	-0.2	3	17	5
- Cc1c(C(=O)COC(C)(C)C)[nH]c2ccccc12
 : 5	-10	20	-49	4	2	0.5	0	-5	-2
- O=C(CSc1nc2ccccc2c(=O)n1CCC(=O)N1CCN(c2ccccc2)CC1)NCC1CCCO1 (stereo not drawn)
 : -2	0	15	5	2	1	-0.9	-6	0	-1
- COCCn1c(SC(C(=O)Nc2cc(C)ccc2OC)c2ccccc2)nnc1-c1ccc(Cl)cc1 (stereo not drawn)
 : -7	-33	36	1	-5	-1	0.1	-5	6	3

Source: PubChem
